CRFR2-BP ag: CRF-BP/CRF-R2 complex agonism; HEK293 CRF-R2/CRF-BP, calcium dye fluorescence (FLIPR); percent of saturating CRF peptide response; activation, % at 13.2 µM; 350,000 compounds, 0.46% hits;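 active means activation of at least 50%, plus an integration ratio under a set limit after plate pattern correction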;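 further: plate controls were neutral control wells without compound for no effect and CRF at EC100 for full effect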
MEKK2mut PB1 HTS: signal of MEK5 binding to mutant human MEKK2 PB1 domain; 290,000 compounds, 0.35% hits; bead flow cytometry, Alexa488-MEK5 binding to MEKK2 mutant; percent response, % at 10 µM; AID 1530; in the data active means percent response above about 24%, passing the limit was not always enough; further: inactives centre near 1; some results filed as inactive read as strong as hits
MEKK3 PB1 HTS: raises or lowers MEK5 binding to the human MEKK3 PB1 domain; Q99759; binding response (% of control), % at 10 µM; bead-based flow cytometry, Alexa488-MEK5 binding to MEKK3; actives lie on both sides; 0 = blocked by unlabeled MEK5, 100 = vehicle; 290,000 compounds, 1.4% hits; AID 1529;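 active means binding response more than 3 SD above or below the average of its plate-row segment, actives on both sides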;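 further: Alexa488 bead fluorescence after subtracting the streptavidin-only scavenger bead signal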
Target sequence (Q99759 whole entry, looked up, the tested form may be a part): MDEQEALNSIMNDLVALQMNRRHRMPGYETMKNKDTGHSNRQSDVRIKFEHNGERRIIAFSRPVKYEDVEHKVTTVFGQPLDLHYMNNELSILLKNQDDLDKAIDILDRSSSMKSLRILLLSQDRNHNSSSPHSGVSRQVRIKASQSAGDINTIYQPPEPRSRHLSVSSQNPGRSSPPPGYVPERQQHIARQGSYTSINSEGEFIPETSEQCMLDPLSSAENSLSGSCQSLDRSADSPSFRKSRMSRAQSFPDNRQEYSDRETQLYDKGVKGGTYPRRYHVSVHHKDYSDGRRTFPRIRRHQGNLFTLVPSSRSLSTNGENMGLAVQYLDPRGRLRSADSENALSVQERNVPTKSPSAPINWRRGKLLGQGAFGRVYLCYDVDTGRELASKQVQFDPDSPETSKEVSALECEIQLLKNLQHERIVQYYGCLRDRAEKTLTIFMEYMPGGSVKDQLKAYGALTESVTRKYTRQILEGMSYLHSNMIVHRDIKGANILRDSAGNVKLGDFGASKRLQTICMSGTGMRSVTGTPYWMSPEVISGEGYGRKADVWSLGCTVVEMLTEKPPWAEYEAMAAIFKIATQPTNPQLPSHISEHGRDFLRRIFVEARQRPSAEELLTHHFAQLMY
MEKK2 WT-MEK5: raises or lowers MEK5 binding to wildtype human MEKK2 PB1 domain | AID 1531 | 290,000 compounds, 1.1% hits | binding response (% of control), % at 10 µM | Q9Y2U5 | bead flow cytometry, Alexa488-MEK5 binding to MEKK2 WT; actives lie on both sides; in the data active means binding response below about 67% or above about 130%
GalR3 antag: human GalR3 antagonism; O60755; HEK293 GalR3-CNG cAMP membrane potential fluorescence; galR3 body fused to GalR1 C-terminus; inhibition, % at 3 µM; 360,000 compounds, 0.44% hits; AID 651719;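 active means inhibition above the screen-wide average plus 3 SD, cut at about 13% in these data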;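 further: forskolin and galanin both at EC90 stimulate the cells; cAMP rise reported by CNG channel membrane potential dye signal; 0% = forskolin plus galanin with DMSO and 100% = forskolin alone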
Target sequence (O60755 1-299 limits assumed): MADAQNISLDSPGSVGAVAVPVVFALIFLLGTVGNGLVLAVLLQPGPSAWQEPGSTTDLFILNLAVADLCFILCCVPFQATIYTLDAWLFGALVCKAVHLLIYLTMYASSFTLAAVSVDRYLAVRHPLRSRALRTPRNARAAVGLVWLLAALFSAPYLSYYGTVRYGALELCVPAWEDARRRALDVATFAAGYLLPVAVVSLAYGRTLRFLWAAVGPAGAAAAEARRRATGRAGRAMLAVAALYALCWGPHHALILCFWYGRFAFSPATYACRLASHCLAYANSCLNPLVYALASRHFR
HCV NS3 hel inh: blocks Hepatitis C virus NS3 helicase unwinding; inhibition, % at 10.9 µM; AID 1800; NS3 helicase DNA unwinding, Cy5 molecular beacon fluorescence; 290,000 compounds, 0.56% hits;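 active means inhibition above the mean of all tested compounds plus 3 SD, set per campaign, cut at about 35% in these data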;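 further: 0% = DMSO wells and 100% = thioflavine S control wells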
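Material: hepatitis C virus NS3 helicase domain fragment enzyme; measured by: Cy5 fluorescence, 0 and 60 min reads; control set: DMSO and thioflavine S; incubation: 60 min unwinding reaction at 25 °C after ATP addition; read-out basis: % inhibition from 60/0 min fluorescence ratio, DMSO 0%, thioflavine S 100%; repeats: singlicate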
DNA FID counter: fluorescent intercalator displacement, NS3 helicase counter-screen; DNA fluorescent intercalator displacement, fluorescence; 290,000 compounds, 0.17% hits; inhibition, % at 7.9 µM; in the data active means inhibition above about 37%;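 further: 0% = vehicle and 100% = reference compound; higher means more ethidium bromide displaced from hairpin DNA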
CRFBP-R2 block: blocks CRF-induced signaling of the CRF-BP/CRF-R2 complex; HEK293 CRF-R2/CRF-BP, CRF-induced calcium fluorescence; inhibition, % at 11.8 µM; 350,000 compounds, 0.59% hits; AID 588475;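 active means inhibition of the ligand-induced calcium signal above about 50% at the single tested concentration, limit read from the data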
SUMO HTRF inh: blocks human SUMOylation mediated by UBC9 | 290,000 compounds, 0.36% hits | P63279 | AID 2006 | HTRF SUMOylation assay, SAE1/SAE2 + UBC9, in vitro | inhibition, % at 35 µM; in the data active means inhibition above about 50%, passing the limit was not always enough; further: strong numbers were not always called active
Target sequence (P63279 whole entry, looked up): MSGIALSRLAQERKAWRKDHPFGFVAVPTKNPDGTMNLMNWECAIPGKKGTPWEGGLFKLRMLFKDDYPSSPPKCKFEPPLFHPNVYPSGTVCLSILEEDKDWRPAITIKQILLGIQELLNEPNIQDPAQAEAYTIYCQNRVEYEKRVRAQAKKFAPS
* hit, by the source's call; · = no result given. An excerpt, so the mix of outcomes need not match the whole.

SMILES	CRFR2-BP ag	MEKK2mut PB1 HTS	MEKK3 PB1 HTS	MEKK2 WT-MEK5	GalR3 antag	HCV NS3 hel inh	DNA FID counter	CRFBP-R2 block	SUMO HTRF inh
CCCCCC(=O)N1CC2(CC(c3cccc(NC(=O)CC)c3)=NO2)C[C@H]1C(N)=O (stereo partly drawn)	2.6	4.0	87.0	84.0	-1.5	·	·	79.0*	-3.2
Cc1cc(NC(=O)c2ccco2)ncc1NC(=O)CCc1ccccc1	-0.4	·	·	·	-0.2	4.1	-11.6	-3.1	23.3
COc1ccc(CCNC(=O)C2CCN(C(=O)c3ccc(C(C)(C)C)cc3)CC2)cc1OC	-1.8	7.0	107.0	110.0	-3.3	-4.0	-35.2	-2.2	5.4
CCNC(=S)Nc1ccc(Cl)cc1Cl	1.4	-2.0	94.0	97.0	-5.0	4.2	3.0	0.1	20.4
O=C1NCCN1CCNS(=O)(=O)c1ccc2ccccc2c1	0.3	0.0	103.0	98.0	-4.0	0.6	-3.9	-0.4	11.8
CCC1(C)C2(C#N)C(N)=NC(OC)(OC)C12C#N (stereo not drawn)	1.3	11.0	101.0	100.0	0.2	0.5	1.5	21.4	19.2
CCCc1cc(=O)n2[nH]c(NCc3ccc(OC)cc3)nc2n1	-1.2	1.0	100.0	98.0	-1.2	-1.0	-4.9	24.8	6.7
CN(C)CC/C=C1/c2ccccc2Sc2c(O)cc(Cl)cc21	1.7	10.0	103.0	105.0	-8.8	-36.2	11.2	-14.4	10.0
CCCCC(c1nnnn1C1CCCC1)N1CCN(C2CCCCC2)CC1 (stereo not drawn)	1.2	-3.0	97.0	100.0	-3.0	0.7	-0.9	6.5	-3.4
O=C1CCCN1c1ccc(S(=O)(=O)NCCOc2ccccc2)cc1	-1.4	9.0	113.0	103.0	-7.9	1.4	-5.0	8.1	8.7
CN(C)CCCN(Cc1ccccc1)C(=S)Nc1ccc(SC(F)F)cc1	7.9	12.0	104.0	127.0	-8.8	-7.4	11.5	-22.3	-6.6
Cc1snc(S(=O)(=O)/C(C#N)=N/Nc2ccc(C(F)(F)F)cc2)c1C#N	2.8	4.0	102.0	101.0	2.1	-4.0	-40.5	-8.0	18.8
Fc1ccc(-[n+]2nc(Nc3ccccc3)sc2-c2cccc(Cl)c2Cl)cc1	0.9	23.0	105.0	128.0	-4.1	31.4	-12.4	-8.9	-5.8
COc1ccc2c(CC(=O)Nc3nnc(C4CC4)s3)coc2c1	0.8	-1.0	97.0	99.0	-0.2	-4.1	-2.4	1.9	5.6
CC(=O)c1cccc(NC(=O)NNC(=O)c2ccc(-c3ccccc3)cc2)c1	-0.6	5.0	100.0	103.0	-3.6	5.6	-10.4	14.3	23.7
Cc1[nH]c2ccccc2c1Cc1nnc(SCCC#N)o1	-0.3	6.0	101.0	101.0	-3.2	-5.3	2.8	-19.3	18.2
COc1ccc(NC(=O)COc2ccccc2C(=O)NCC(c2ccccc2)N(C)C)cc1Cl (stereo not drawn)	0.6	-3.0	99.0	106.0	-1.7	-71.3	12.4	-15.3	-2.2
N#C/C(=C\C=C\c1ccccc1[N+](=O)[O-])C(=O)NCc1ccccc1	-0.1	0.0	95.0	95.0	-10.4	5.4	-10.4	-16.1	-15.8
Cc1nc(=O)c(-c2ccccc2)c(C)n1CCCO	0.2	·	·	·	-3.5	3.5	-1.0	-4.8	23.0
CCCNC(=O)C(NS(=O)(=O)c1ccc2c(c1)c(=O)n(C)c(=O)n2C)c1ccccc1 (stereo not drawn)	0.4	12.0	110.0	106.0	0.8	0.1	-2.8	-3.9	7.1
O=c1c(-c2ccco2)[n+]([O-])c2ccccc2n1OCc1ccccc1F	2.2	7.0	108.0	113.0	-6.3	7.1	-10.3	-5.3	16.0
CC1CCN(C(=O)CSc2ccc(-c3ccc(F)cc3)nn2)CC1	-3.2	·	·	·	-6.4	-3.1	-21.6	7.8	18.8
Cc1nc2ccccc2n1CCc1ccccc1	-0.4	-8.0	100.0	97.0	-2.5	-1.6	-4.5	11.8	11.4
COc1ccc(S(=O)(=O)NC2CCCCCC2)cc1C(N)=O	6.1	-1.0	101.0	100.0	-2.8	-1.9	-9.4	11.0	-0.8

Entries of single compounds, looked up by structure.
COc1ccc(S(=O)(=O)NC2CCCCCC2)cc1C(N)=O across the screens: CRFR2-BP ag = 6.1; MEKK2mut PB1 HTS = -1.0; MEKK3 PB1 HTS = 101.0; MEKK2 WT-MEK5 = 100.0; GalR3 antag = -2.8; HCV NS3 hel inh = -1.9; DNA FID counter = -9.4; CRFBP-R2 block = 11.0; SUMO HTRF inh = -0.8
Fc1ccc(-[n+]2nc(Nc3ccccc3)sc2-c2cccc(Cl)c2Cl)cc1 across the screens: CRFR2-BP ag = 0.9; MEKK2mut PB1 HTS = 23.0; MEKK3 PB1 HTS = 105.0; MEKK2 WT-MEK5 = 128.0; GalR3 antag = -4.1; HCV NS3 hel inh = 31.4; DNA FID counter = -12.4; CRFBP-R2 block = -8.9; SUMO HTRF inh = -5.8

Remaining list, next part:
SMILES	CRFR2-BP ag	MEKK2mut PB1 HTS	MEKK3 PB1 HTS	MEKK2 WT-MEK5	GalR3 antag	HCV NS3 hel inh	DNA FID counter	CRFBP-R2 block	SUMO HTRF inh
O=C(NCc1ccccc1)Nc1cccn(Cc2ccc(F)cc2)c1=O	-3.0	-6.0	89.0	89.0	-9.7	-5.3	-17.0	34.5	19.7
COc1ccc(NCC(=O)N/N=C/C=C/c2ccccc2[N+](=O)[O-])cc1	0.5	-1.0	100.0	100.0	-5.3	-1.6	0.5	7.1	1.7
CCCCCCc1cc2cc(C(=O)Nc3cccc(OC)c3)c(=O)oc2cc1O	57.1*	-2.0	96.0	98.0	-10.0	11.9	0.0	-12.1	11.6
C=CCn1c(SCC(=O)N2CCN(CCO)CC2)nc2sc3c(c2c1=O)CCC3	-0.7	-3.0	99.0	98.0	-3.3	0.3	-12.9	4.7	10.9
C=CCOc1ccc(C(=O)O)cc1Cl	-1.5	-7.0	99.0	96.0	-6.2	6.4	-0.4	-1.9	-1.1
CC1(C)CC(=O)N(CC(=O)N2CCN(c3ncccn3)CC2)c2ccccc2S1(=O)=O	0.2	1.0	96.0	97.0	-1.1	2.4	1.1	6.8	9.1
CCn1c2ccccc2c2cc(NC(=O)COc3ccc(OC)cc3)ccc21	1.3	0.0	105.0	108.0	-4.4	-20.1	-16.0	-15.6	-21.3
C=CCNC(=O)c1scc2c1CCCC2	-3.2	5.0	106.0	108.0	-2.4	2.5	-6.3	5.2	-10.2
Cc1ccc(C(=O)NNC(=O)/C=C\C(=O)O)cc1	1.2	0.0	98.0	98.0	-2.4	8.0	0.5	-12.5	39.3
CCOc1ccccc1NC(=O)CNC(=O)c1nn(-c2ccc(OC)c(OC)c2)c(=O)c2ccccc12	0.8	8.0	103.0	108.0	-8.3	-14.4	-46.3	-4.9	10.3
Fc1ccc(C2C3=C(Nc4ncnn42)c2ccccc2OC3c2ccncc2)cc1 (stereo not drawn)	0.0	3.0	109.0	107.0	-6.1	-10.5	-20.0	-22.2	13.1
O=C(Cc1cccc(C(F)(F)F)c1)NCc1cccnc1	-0.6	6.0	103.0	102.0	1.5	8.2	-5.1	5.0	11.9
CCCCn1c(SCc2nnc(-c3ccccc3)o2)nc2c1c(=O)n(C)c(=O)n2C	0.7	8.0	108.0	116.0	-3.5	0.5	-5.6	4.8	18.4
CCn1c(SCC(=O)NNC(=O)c2ccc(C)cc2)nnc1-c1ccco1	-2.6	-8.0	95.0	91.0	-3.4	14.0	-0.8	-9.3	8.3
Cc1ccc(N2C(=O)[C@@H]3Cc4ccccc4CN3C2=O)cc1	2.1	-2.0	99.0	94.0	-4.7	8.9	-3.5	-7.9	17.6
Cc1ccc2c(c1)/C(=N/OC(=O)c1ccc(F)cc1)CCS2	3.6	2.0	103.0	100.0	-7.8	-1.1	0.6	-4.0	13.4
CCc1ccc(CN2C(=O)c3ccccc3C2C(=O)NCC2CCCO2)cc1 (stereo not drawn)	-2.2	-1.0	97.0	96.0	1.2	-4.7	-25.0	-7.3	-2.6
O=C(c1ccc2snnc2c1)N1CCN(c2ccccc2)CC1	-2.5	8.0	129.0*	131.0	-3.1	4.1	-7.3	-1.8	13.8
O=[N+]([O-])c1ccc(N2CCCCC2)cc1SCCO	0.1	7.0	99.0	99.0	0.6	2.2	3.2	15.4	10.2
CC1(C)CC2(CCO1)C(Nc1ccccc1)=NC(=S)N2CC(N)=O (stereo not drawn)	-0.7	9.0	104.0	102.0	-2.8	12.1	-4.4	-0.6	-3.1
COCCOC(=O)c1c(C)oc2ccc(OCC=C(C)C)cc12	-0.7	-8.0	91.0	95.0	-2.4	11.3	-4.5	-2.0	0.2
COc1ccccc1N1CCN(C(=O)CN2C(=O)C3CCCCC3C2=O)CC1 (stereo not drawn)	-1.5	-6.0	109.0	97.0	-3.3	-1.7	-14.9	12.4	2.3
O=C(CN(C(=O)CCC(=O)Nc1nccs1)C1CCCC1)NCc1ccc2c(c1)OCO2	-0.2	-2.0	104.0	103.0	1.1	-8.1	-27.3	3.8	5.2
CN=C(Nc1ccc(C(=O)OC)cc1)SC1CC(=O)N(c2ccccc2F)C1=O (stereo not drawn)	3.0	2.0	105.0	105.0	1.7	5.6	-3.6	-25.7	1.9
O=C(Nc1cn(-c2ccccc2)nc1-c1ccc(Cl)cc1)c1ccccc1	1.3	-1.0	97.0	100.0	-11.7	-5.8	-6.3	-29.3	-13.7
CC1(C)CC(=O)C/C(=N/NC(=O)c2ccc(-c3ccccc3)cc2)C1	-0.1	-6.0	97.0	88.0	-6.5	-13.7	-18.3	-16.4	6.2
Cc1cccc(CSc2nc3c(cc2C#N)CCC3)c1	2.3	-2.0	120.0	94.0	-4.6	-4.2	3.5	-1.7	-15.0
Cc1c(NC(=O)c2c(O)c3ccccc3n(C)c2=O)c(=O)n(-c2ccccc2)n1C	16.4	13.0	107.0	107.0	-7.1	19.3	-2.4	-10.5	-7.8
COc1ccc(OCC(=O)N/N=C/c2ccc(OC)c(OC)c2C(=O)O)cc1	-1.4	-1.0	81.0	96.0	-3.0	-11.9	-0.3	-3.6	-8.2
Cc1cccc(OCCCC(=O)Nc2ccc(N3CCOCC3)cc2)c1	-0.6	4.0	102.0	102.0	-0.1	-9.0	-20.8	4.7	1.6
Cc1ccc2nc(NC(=O)[C@H](C)N3C(=O)C4CC=CCC4C3=O)sc2c1 (stereo partly drawn)	-3.1	-2.0	88.0	87.0	-2.7	14.3	-13.7	-40.2	18.7
CCOC(=O)C1=C(O)C(=O)N(C2CCCCC2)C1	-1.4	3.0	104.0	106.0	3.9	-2.5	-2.3	-2.8	-0.2
Cc1cc(C)c2c(=O)n(CC(=O)NCCCN3CCOCC3)sc2n1	1.6	-5.0	98.0	100.0	·	-2.8	-0.6	-2.0	1.9
CCC(C)NC(=O)COC(=O)c1cccnc1Nc1ccccc1F (stereo not drawn)	-0.6	1.0	83.0	89.0	-0.3	6.9	-2.2	10.2	1.4
Cc1ccccc1-n1nc(C)c2cc(C(=O)N3CCOCC3)sc21	-3.5	32.0	103.0	211.0*	-5.2	-7.2	-6.2	-9.2	-16.0
O=C(O)c1ccc(N/N=C2/CCCc3ccccc32)cc1	1.4	0.0	106.0	101.0	0.5	7.1	-8.7	0.7	-9.3
O=c1[nH]cnc2nc(-c3ccccc3)c(-c3ccccc3)nc12	0.6	-2.0	92.0	96.0	-2.9	2.0	-1.9	-7.7	22.5
